PP5 inh: PP5 (human) phosphatase inhibition. P53041. purified PP5c, OMFP substrate fluorescence. inhibition, % at 6.7 µM. 320,000 tested, 0.18% active. AID 1987;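 active = inhibition above the campaign's mean inhibition across all tested compounds plus 3 SD, cut at about 9.5% in these data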;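 note: 0% = DMSO only and 100% = 100 µM cantharidin control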
AHR act: human AHR activation | P35869 | AHR-responsive luciferase reporter cells, luminescence | activation, % at 5 µM | 320,000 tested, 2.5% active | AID 2796; in the data active = activation above about 47%;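 note: 0% = vehicle wells and 100% = reference agonist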
CTSL1 counter: cathepsin L1 inhibition, PFM18AAP counter-screen; 300,000 tested, 0.49% active; recombinant F. hepatica cathepsin L1, Z-Leu-Arg-MCA fluorescence; AID 1906; inhibition, % at 5.96 µM;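 active = inhibition above the mean of all tested compounds plus 3 SD, set per screening campaign, cut at about 17% in these data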;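 note: 0% = plate median of test compound wells and 100% = 1 µM Z-Phe-Ala-diazomethylketone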
TPT1 inh: C. albicans TPT1 enzyme inhibition; recombinant caTPT1, FP RNA substrate dephosphorylation; inhibition, % at 5 µM; 300,000 tested, 0.81% active; AID 1962;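 active = inhibition above the mean of all tested compounds plus 3 SD, set per screening campaign, cut at about 24% in these data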;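 note: plate controls were DMSO alone for no effect and ferristatin control at 100 nM for full effect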
proCasp3 act: activates human procaspase-3; AID 463141; P42574; recombinant procaspase-3 D3A, Ac-DEVD-pNA absorbance 405 nm; 330,000 tested, 0.11% active; activation, % at 8.5 µM;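 active = activation above the mean of all tested compounds plus 3 SD, cut at about 21% in these data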;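 note: 0% = DMSO alone and 100% = DMSO wells spiked with extra 5 µM PC-3 D3A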
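Evaluation: percent activation relative to control range; Material: Procaspase-3 D3A mutant, all three cleavage aspartates alanine; Compound: single dose, 8.5 µM nominal compound, 0.8% DMSO; Replication: one well per compound; Signal: absorbance at 405 nm, 0 and 120 min; Schedule: 1 h preincubation plus 2 h reaction at 25 °C.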
proCasp7 act: counter-screen for procaspase-3 activators: activators of human procaspase-7; activation, % at 8.5 µM; recombinant procaspase-7, Ac-DEVD-pNA absorbance 405 nm; D23A/D198A/D206A triple mutant, cannot self-cleave; scale: DMSO 0, 5 µM enzyme 100; AID 463210; P55210; 330,000 tested, 0.093% active;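 active = percent activation above the screen-wide mean plus 3 SD, cut at about 25% in these data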
Target sequence (P55210 whole entry D23A/D198A/D206A): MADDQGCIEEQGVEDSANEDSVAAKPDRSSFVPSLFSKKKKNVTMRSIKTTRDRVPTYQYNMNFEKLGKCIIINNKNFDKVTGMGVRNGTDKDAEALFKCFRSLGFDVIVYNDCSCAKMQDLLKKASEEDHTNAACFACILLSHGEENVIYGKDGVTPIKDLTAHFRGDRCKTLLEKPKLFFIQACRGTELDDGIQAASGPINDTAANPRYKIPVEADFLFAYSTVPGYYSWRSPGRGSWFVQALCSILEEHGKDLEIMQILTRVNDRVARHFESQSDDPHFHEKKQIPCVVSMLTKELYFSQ
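Replicates: singlicate. Assay system: Procaspase-7 triple mutant (PC-7 D3A). Signal: 405 nm absorbance of p-nitroaniline. Times: 1 h preincubation, 2 h reaction. Buffer or medium: Zinc-free HEPES pH 7.4 with 300 mM NaCl, 0.01% Triton X-100. Also added: DEVD-pNA substrate. Benchmarks: DMSO wells as 0%, DMSO with 5 µM added PC-7 as 100%.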
PP1 counter: blocks human PP1-alpha phosphatase, a PP5 counter-screen; P62136; purified PP1alpha, OMFP fluorescence; inhibition, % at 6.7 µM; 320,000 tested, 0.9% active; AID 2235;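 active = inhibition above the mean inhibition of all tested compounds plus 3 SD, computed separately for each screening campaign, cut at about 15% in these data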
Target sequence (P62136 whole entry, looked up): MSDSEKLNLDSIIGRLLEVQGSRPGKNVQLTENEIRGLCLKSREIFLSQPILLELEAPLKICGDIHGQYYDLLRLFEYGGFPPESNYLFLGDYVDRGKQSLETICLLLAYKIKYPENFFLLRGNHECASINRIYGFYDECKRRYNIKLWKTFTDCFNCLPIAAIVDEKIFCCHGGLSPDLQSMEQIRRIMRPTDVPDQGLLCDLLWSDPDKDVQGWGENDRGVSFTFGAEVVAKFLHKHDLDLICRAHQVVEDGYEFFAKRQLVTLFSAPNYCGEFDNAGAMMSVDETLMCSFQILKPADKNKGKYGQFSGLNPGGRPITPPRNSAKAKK
core dimer inh: blocks dimerization of HCV core protein. TR-FRET GST/Flag-core106 dimerization, 1536-well. inhibition, % at 5 µM. 300,000 tested, 0.33% active. AID 1899;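 active = inhibition above the mean of all tested compounds plus 3 SD, set per screening campaign, cut at about 45% in these data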
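Assay system: tagged HCV core106 pair (GST and Flag); medium: KF-containing HEPES buffer, pH 7.45, DTT, CHAPS, BSA; also added: Eu donor and XL665 acceptor anti-tag antibodies; dosing: 5 µM single dose; timing: compound-protein-antibody incubation 4 h at 22.5 °C; signal: TR-FRET 671 and 617 nm emission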
PAFAH2 inh: inhibitors of human PAFAH2; Q99487; recombinant PAFAH2, FP-rhodamine activity probe, fluorescence polarization; inhibition, % at 3.39 µM; 340,000 tested, 0.99% active;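 active = inhibition above the mean over all tested compounds plus 3 SD, cut at about 30% in these data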;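 note: inhibitors block probe labeling of enzyme so polarization drops; 0% = enzyme with DMSO and 100% = wells lacking PAFAH2 protein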
* marks the source's active call; other numbers are inactive results; . = no result given. Hits appear at their usual frequency; about 5.6% have a hit in one of these screens.

SMILES	PP5 inh	AHR act	CTSL1 counter	TPT1 inh	proCasp3 act	proCasp7 act	PP1 counter	core dimer inh	PAFAH2 inh
COC(=O)c1cc(S(=O)(=O)N2CCC(c3cc(OC)ccc3OC)C2)c[nH]1 (stereo not drawn)	0.2	0.2	0.4	1.9	1.3	9.4	1.3	0.1	2.6
COc1ccc(CCNC(=O)Cc2cc(OC)c(OC)cc2Br)cc1OC	-0.2	2.5	1.1	-1.9	-2.9	-1.1	-1.8	-1.5	-0.1
COCC(=O)N/N=C\c1ccccc1OC/C=C/c1ccccc1	-0.3	-0.2	2.9	-3.2	11.4	2.4	-3.5	9.0	2.9
CC1CCCN(c2ccc(C(=O)NCc3cccs3)cn2)C1 (stereo not drawn)	2.9	-0.7	-2.0	-0.6	3.0	0.2	1.4	0.7	6.2
CSc1ccc(S(=O)(=O)NCc2ccc(C)cc2)cc1	2.3	1.1	-2.9	0.0	5.0	7.8	-4.7	4.2	-3.0
CCN1CCN(CC(=O)Nc2cc(C)on2)CC1	-0.2	4.5	3.8	-1.9	-1.7	2.0	1.8	2.7	1.3
CC(C)(C)OC(=O)N1CCC(CNC(=O)c2ccccc2)CC1	0.1	3.4	1.8	1.2	2.3	4.5	-3.3	1.7	.
Cc1cccc(C(=O)N2CCC(c3nc4ccccc4s3)CC2)c1	3.9	1.5	-0.5	-4.5	4.7	-0.8	10.2	-11.3	3.8
CCOc1ccc(-c2c(C(=O)N/N=C(\C)c3ccccc3OC)nnn2-c2nonc2N)cc1	1.9	0.1	0.0	-4.0	2.3	6.1	0.8	13.5	6.0
Cc1ccccc1OCC(=O)N/N=C/c1ccc(N(C)C)cc1	0.3	8.8	0.0	1.5	5.5	6.7	1.8	-2.5	18.0
C/C(CC(=O)NC1CCCCC1)=N\NC(=O)c1ccccc1C	-1.9	5.6	1.9	-1.0	5.8	2.8	1.4	-4.7	-8.7
CN(C)CCNC(=O)Cn1ccc2cc(S(=O)(=O)N3CCCCCC3)ccc21	-1.7	-0.6	3.0	-6.9	3.2	2.2	-3.8	-11.0	0.0
Cc1ccc2c(CC(=O)NNC(=O)c3ccccc3)coc2c1	-2.9	2.1	-13.0	-3.5	0.1	2.8	-3.1	3.0	-3.5
CC(C)[C@H](NC(=O)c1ccccc1Cl)C(=O)OCc1cc(=O)n2cc(Br)ccc2n1	2.2	-1.9	6.6	2.6	-5.5	9.5	-1.9	7.6	-2.3
COC(=O)c1cc(NC(=O)CC2NC3CCCCC3NC2=O)cc(C(=O)OC)c1 (stereo not drawn)	3.3	1.7	-1.8	-4.8	-2.3	-6.6	-0.2	0.3	-5.9
O=C(CCN1C(=O)C2CC=CCC2C1=O)N1CCN(c2ccccn2)CC1 (stereo not drawn)	1.0	3.0	-0.4	-0.9	-0.4	6.2	0.9	-8.2	-4.0
O=c1[nH]c(N2CCCCCC2)nc2ncn(Cc3ccccc3)c12	0.3	8.9	1.3	-4.7	3.5	-4.1	-0.9	-0.7	-1.4
Cc1ccc2cccc(OCC(=O)N3CC(C)CC(C)C3)c2n1 (stereo not drawn)	-1.7	8.7	3.3	-2.5	4.9	8.4	-1.1	-6.4	0.1
CC(=O)C1=C(C)OC(N)=C(C#N)C1c1cccc2ccccc12 (stereo not drawn)	-2.0	8.0	8.9	1.0	1.3	-0.4	-4.3	3.1	1.6
Cc1c(C(=O)Nc2ccc3c(c2)OCO3)sc2ncn(CC(=O)N3CC(C)CC(C)C3)c(=O)c12 (stereo not drawn)	1.2	0.8	-0.8	5.2	-1.7	1.8	5.2	2.7	-3.8
COc1cccc(-c2ccc(C#N)c(OC(=O)c3c(Cl)cccc3Cl)n2)c1	5.0	3.2	1.9	-4.1	7.3	11.1	-3.3	2.7	-7.4
CNC(=S)NCCCc1ccccc1	1.3	-1.7	1.2	0.7	4.7	-10.3	-4.1	4.3	-2.2
CN(C)C(=O)C[n+]1ccc(/C=N/O)cc1	1.6	-1.8	2.3	-1.1	1.6	9.7	0.9	-4.3	-8.1
CN1CCN(c2ncccc2S(=O)(=O)N2CCCCC2)CC1	1.6	-0.5	-3.2	-0.8	1.0	15.8	-1.5	-7.4	6.6
COC(=O)/C=C/c1ccc(-n2ccnc2)cc1	2.1	14.5	-0.1	-0.3	1.9	-3.4	4.6	9.4	-4.1
O=C(CCc1ccccc1)Nc1ncc2c(n1)CCCC2=O	0.9	4.2	-2.0	-5.3	-0.4	13.1	-1.0	3.1	2.9
Cc1cc(C(=O)N/N=C/c2cccc(Cl)c2Cl)no1	1.6	47.1*	3.3	-1.5	-12.2	0.7	2.6	-1.9	4.4
COc1ccc(-c2cc(C#N)nc(NN)n2)cc1	2.2	46.4	8.9	-0.6	-8.5	3.0	5.3	0.1	5.7
CCC(=O)N(C1=C(NC(C)C)C(=O)c2ccccc2C1=O)C(C)C	0.9	-0.5	-0.1	-3.8	4.0	1.1	-1.6	-1.1	-2.8
CN1CCCC(CN2c3ccccc3Sc3ccccc32)C1 (stereo not drawn)	0.6	1.7	0.1	-0.5	10.4	1.6	-1.3	-5.6	2.4
O=C(COC(=O)c1cnccn1)Nc1ncc(Cl)cc1Cl	-2.1	7.3	-7.2	-0.1	4.2	-2.8	0.1	16.7	10.8
Cc1nc(SCC(=O)NCCc2ccccc2)c2c(=O)n(C)c(=O)n(C)c2n1	0.2	-1.4	-4.5	-1.3	-5.0	7.6	-2.3	11.8	-10.6
COc1ccc(/C=C2\NC(=O)C(C=NCc3ccccc3)=C2O)cc1	3.3	19.4	0.0	-3.2	-4.8	-9.6	-7.0	-18.2	9.5
CCOC(=O)C1CCCN(C(=O)CC(C)c2ccccc2)C1 (stereo not drawn)	0.5	-3.2	-2.2	3.0	7.5	11.1	-2.0	-1.5	7.4
Cc1c(Cl)cccc1NC(=S)NC1CCN(C(C)C)CC1	-1.7	1.7	-1.8	-0.9	-0.1	8.6	-6.1	1.4	-0.5
Cc1onc(C(=O)N2CCN(Cc3ccccc3)CC2)c1[N+](=O)[O-]	-1.8	0.8	-1.5	-3.8	-1.5	6.9	-2.3	-3.2	-1.1
O=c1c2sccc2[nH]c(=S)n1-c1ccccc1	1.0	0.8	-2.9	-2.6	1.1	-2.3	-5.8	2.5	-3.5
O=C(NCCc1ccc(Cl)cc1)c1cc(S(=O)(=O)N2CCCCC2)c[nH]1	1.1	1.5	0.8	-0.7	5.7	-6.5	-0.9	2.1	2.9
COC(=O)c1ccc(NC(=O)c2ccc3c(c2)C(=O)N(Cc2cccnc2)C3=O)cc1	-1.6	0.7	-5.8	3.0	-0.8	2.8	-4.5	-17.5	-8.5
CC1CCCC(C)N1C(=O)CSCc1ccc(Cl)cc1 (stereo not drawn)	4.1	-2.9	-4.1	-4.6	9.8	4.9	0.5	-10.2	-1.3
Cc1cc(N=Nc2ccccc2)c(NCC(O)C(O)C(O)CO)cc1C (stereo not drawn)	3.2	33.2	-0.4	-0.8	-5.2	-2.0	2.1	-28.4	4.9
O=C(Nc1cccc(Cl)c1)N1CCN(Cc2ccccc2)CC1	1.5	6.9	3.5	-3.4	-4.5	7.6	-2.3	1.7	6.7
Cc1ccc(C(=O)NCCc2ccccc2)cc1	1.6	-7.0	-1.4	-1.7	7.1	1.4	2.9	2.9	10.2
CCC(=O)Nc1ccc(Cl)c(-c2nc3ncccc3o2)c1	-3.9	-4.6	4.9	0.2	-0.5	7.2	2.0	6.5	0.2
CC(=O)N1CCN(S(=O)(=O)c2cccc(C(=O)NC3CCCc4ccccc43)c2)CC1 (stereo not drawn)	-0.5	0.8	-2.0	5.2	-0.5	2.6	-3.0	-0.6	-0.7

Assay outcomes: PubChem, The Scripps Research Institute Molecular Screening Center
